Mtb BioA inh = inhibitors of Mycobacterium tuberculosis BioA enzyme; 360,000 compounds, 0.096% hits; purified M. tuberculosis BioA enzyme, plate reader; inhibition, % at 9.99 µM; in the data active = inhibition above about 40%; inconclusive = no clear call, values can overlap the other calls
PrPC TRFRET = reduces human prion protein on the cell surface; P04156; inhibition, % at 13.8 µM; AID 720596; 370,000 compounds, 0.43% hits; cell surface PrPC, TR-FRET read-out; in the data active = inhibition above about 24%; note: 0% = median of the test wells and 100% = reference compound wells
FadD28 binding = blocks FadD28 binding to the bisubstrate probe; 360,000 compounds, 0.22% hits; fluorescence polarization; inhibition, % at 12.5 µM; AID 588549; in the data active = inhibition above about 8.5%, passing the limit was not always enough; inconclusive = no clear call, values can overlap the other calls
GDH-TPI inh = inhibits GDH-TPI coupling enzymes, artifact for Mtb FBA screen | GDH-TPI coupled enzyme counterscreen, NADH absorbance | 360,000 compounds, 1.2% hits | inhibition, % at 4.8 µM; in the data active = inhibition above about 30%;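 note: 0% = DMSO wells and 100% = wells lacking the enzyme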
Mtb UGM inh = Mtb UDP-galactopyranose mutase inhibition | P9WIQ1 | purified UGM, fluorescence polarization probe displacement | inhibition, % at 10 µM | 320,000 compounds, 0.06% hits | AID 504406; in the data active = inhibition above about 10%, passing the limit was not always enough; inconclusive = no clear call, values can overlap the other calls
Rv3671c protease = inhibitors of M. tuberculosis serine protease Rv3671c; 320,000 compounds, 0.048% hits; AID 2606; inhibition, % at 5.96 µM; P9WHR9; in the data active = inhibition above about 38%;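 note: extracellular domain of Rv3671c used as enzyme; 0% = enzyme with DMSO and 100% = no enzyme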
Target sequence (P9WHR9 whole entry, looked up, the tested form may be a part): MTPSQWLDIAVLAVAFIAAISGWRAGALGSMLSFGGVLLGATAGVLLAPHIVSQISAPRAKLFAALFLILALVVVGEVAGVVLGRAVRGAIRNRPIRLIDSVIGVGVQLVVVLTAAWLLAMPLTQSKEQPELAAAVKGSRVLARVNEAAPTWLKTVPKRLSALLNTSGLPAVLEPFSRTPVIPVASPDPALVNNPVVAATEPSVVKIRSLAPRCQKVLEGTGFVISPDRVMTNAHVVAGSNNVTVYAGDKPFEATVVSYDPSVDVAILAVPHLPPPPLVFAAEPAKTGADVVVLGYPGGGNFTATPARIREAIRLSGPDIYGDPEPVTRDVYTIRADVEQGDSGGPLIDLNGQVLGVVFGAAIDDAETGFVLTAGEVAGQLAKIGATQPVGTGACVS
MazF activator = MazEF (E. coli) toxin RNase activation | P0AE70 | 350,000 compounds, 0.32% hits | activation, % at 20 µM | AID 504720 | FAM/BHQ RNA-DNA oligo cleavage fluorescence, 5 h; in the data active = activation above about 50%
Target sequence (P0AE70 whole entry, looked up): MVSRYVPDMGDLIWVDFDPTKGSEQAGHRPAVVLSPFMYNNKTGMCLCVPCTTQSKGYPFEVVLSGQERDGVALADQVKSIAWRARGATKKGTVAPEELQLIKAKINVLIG
FBA Mtb inh = inhibits M. tuberculosis FBA enzyme | P9WQA3 | purified M. tuberculosis FBA, fluorescence read-out | 360,000 compounds, 2.3% hits | inhibition, % at 1 µM; in the data active = inhibition above about 27%;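 note: 0% = vehicle and 100% = reference inhibitor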
Target sequence (P9WQA3 whole entry, looked up): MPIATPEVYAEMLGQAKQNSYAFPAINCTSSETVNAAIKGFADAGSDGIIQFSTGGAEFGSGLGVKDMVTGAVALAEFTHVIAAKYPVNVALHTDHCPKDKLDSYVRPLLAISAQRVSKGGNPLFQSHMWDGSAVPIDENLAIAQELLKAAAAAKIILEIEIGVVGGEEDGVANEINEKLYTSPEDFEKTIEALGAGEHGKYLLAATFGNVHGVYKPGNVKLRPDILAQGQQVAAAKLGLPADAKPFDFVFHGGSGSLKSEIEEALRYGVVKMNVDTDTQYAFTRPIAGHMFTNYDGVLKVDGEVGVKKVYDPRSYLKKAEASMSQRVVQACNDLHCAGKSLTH
BoNT F protease = BoNT F light chain protease inhibition. Multiplex microsphere protease cleavage assay, flow cytometry. inhibition, % at 10 µM. 360,000 compounds, 0.22% hits; in the data active = inhibition above about 35%, passing the limit was not always enough; inconclusive = no clear call, values can overlap the other calls; note: plate controls were buffer without enzyme for full effect and enzyme alone for no effect
* hit, by the source's call; ? = inconclusive; nt = not tested or not shown.

The line under a structure holds: Mtb BioA inh	PrPC TRFRET	FadD28 binding	GDH-TPI inh	Mtb UGM inh	Rv3671c protease	MazF activator	FBA Mtb inh	BoNT F protease
O=C1Nc2ccccc2C12OCC1(CO2)COC2(OC1)C(=O)Nc1ccccc12 (stereo unspecified)
→ -1.9	2	-0.4	-2	3.0	-10	4	-1	?
CC(C)C(=O)NCCCc1ccccc1
→ 0.0	0	-0.4	-5	0.7	7	6	3	-28
NC(=O)c1ccccc1NC(=O)c1cc(S(=O)(=O)N2CCCCC2)ccc1N1CCOCC1
→ 0.3	-11	-3.1	5	-1.8	4	3	5	-17
CC(c1cccnc1)N(CCN(C)C)C(=O)Nc1ccc(Cl)cc1 (stereo unspecified)
→ 0.4	1	0.0	11	8.2	-3	-6	9	5
CNC(=O)CCn1nc(-c2ccc(Cl)cc2)c2ccccc2c1=O
→ 5.8	-4	1.9	6	0.1	1	-2	3	-5
CC1CCCCN1C(=O)Cn1c(=O)n(-c2ccc(F)cc2)c(=O)c2sccc21 (stereo unspecified)
→ -0.8	10	1.0	9	2.4	3	9	2	1
CC(=NCCC1=CCCCC1)c1c(O)n(C)c(=O)n(C)c1=O
→ 3.7	3	-2.7	17	-2.7	-1	-4	1	0
COc1ccc(N2CCN(C(=O)CSc3nc4cc(OC)c(OC)cc4cc3C#N)CC2)cc1
→ 0.3	-5	0.0	5	0.0	-1	-7	3	-20
c1ccc2c(c1)Nc1nccnc1S2
→ nt	2	-0.4	-4	-0.9	-2	9	-1	-5
O=C(c1cc2ccccc2oc1=O)N(Cc1ccccc1)Cc1ccc2c(c1)OCO2
→ 1.1	3	-1.4	-3	-1.1	-4	3	1	11
C=CCOc1ccc(C2C(C(=O)c3ccco3)=C(O)C(=O)N2CCCN(CC)CC)cc1 (stereo unspecified)
→ -0.3	-3	-3.4	-1	1.2	-15	0	0	-8
Cc1cccc(-n2nnnc2SCC(=O)Nc2cccc(S(N)(=O)=O)c2)c1
→ nt	-3	-1.9	1	-0.9	-9	-3	2	nt
COc1cc2nc(N(CCN(C)C)C(=O)c3ccc(S(=O)(=O)N(C)CC4CCCO4)cc3)sc2cc1OC (stereo unspecified)
→ -1.7	-3	-1.6	12	0.9	-6	8	3	-9
C#CCN(C(=O)Nc1ccccc1)c1ccccc1
→ 0.9	1	-0.3	3	-0.1	-1	2	-1	-1
Fc1ccc(CSc2ncnc3ccccc23)cc1
→ nt	8	-1.8	1	-0.4	1	-6	0	0
O=C1NC2c3ccccc3C(=O)N2c2c1cnn2-c1ccccc1 (stereo unspecified)
→ 1.7	-4	-2.5	2	-2.7	3	6	5	-14
CC(=O)Nc1ccc(OCC(O)Cn2cnc3ccccc32)cc1 (stereo unspecified)
→ -0.8	2	1.5	-5	-1.3	5	2	0	2
CN1CCN(NC(=O)C2CC2)CC1
→ -2.7	4	-1.7	6	-3.6	4	4	1	10
COCC(=O)Nc1nnc(SCC(=O)N2C(C)CCCC2C)s1 (stereo unspecified)
→ -0.3	1	-2.7	-12	-1.2	-1	3	-2	-2
Cc1ccccc1Nc1c([N+](=O)[O-])cncc1[N+](=O)[O-]
→ 0.6	-30	4.3	13	-0.4	6	-26	-2	?
COC(=O)C1C/C(=N\NS(=O)(=O)c2ccc(C)cc2)c2sccc2C1 (stereo unspecified)
→ nt	-2	-0.6	8	0.5	-4	7	1	1
O=C(Nc1c(Cl)ccc2nsnc12)c1ccc(Br)o1
→ nt	-21	-2.9	4	nt	nt	11	-2	3
c1csc(Cc2nc(-c3ccc(-n4cccc4)cc3)no2)c1
→ -1.2	12	-0.7	5	nt	-1	-8	2	-9
CCN(CC)CCOc1c(Br)ccc2c1sc1nc3n(c(=O)c12)CCC3
→ 0.5	-5	-4.6	1	1.2	3	7	-6	1
COc1ccc(C(NC(=O)C2CCCCC2)c2c(O)ccc3ccccc23)cc1 (stereo unspecified)
→ 5.0	16	-2.2	-6	-1.7	-45	7	4	-13
O=c1oc2ccc3ccccc3c2cc1-c1nc2ccccc2o1
→ -2.8	-2	0.1	8	1.7	-6	329*	46*	-2
CCN(c1ccccc1)S(=O)(=O)c1ccc(C(=O)N(CCCN(C)C)c2nc3c(C)cccc3s2)cc1
→ 0.1	-15	-2.9	10	2.8	0	1	5	2
O=S(=O)(c1ccc(F)cc1)c1nc(-c2ccco2)oc1Nc1ccccc1
→ -0.2	0	-3.9	6	-2.1	-14	7	2	-8
O=C(c1cccc([N+](=O)[O-])c1)c1ccc2c(c1)C(=O)NC2=O
→ -0.8	-19	-2.2	6	-4.7	4	1	3	0
COc1ccc(N2CCN(C(=O)c3ccc(S(=O)(=O)N4CCCCCC4)cc3)CC2)cc1
→ 0.3	-2	-0.2	6	nt	nt	5	0	8

3 compounds from above, sorted by length of the SMILES, falling:
The line under a structure holds: Mtb BioA inh	PrPC TRFRET	FadD28 binding	GDH-TPI inh	Mtb UGM inh	Rv3671c protease	MazF activator	FBA Mtb inh	BoNT F protease
COc1ccc(N2CCN(C(=O)CSc3nc4cc(OC)c(OC)cc4cc3C#N)CC2)cc1
→ 0.3	-5	0.0	5	0.0	-1	-7	3	-20
O=C(c1cc2ccccc2oc1=O)N(Cc1ccccc1)Cc1ccc2c(c1)OCO2
→ 1.1	3	-1.4	-3	-1.1	-4	3	1	11
CC(=NCCC1=CCCCC1)c1c(O)n(C)c(=O)n(C)c1=O
→ 3.7	3	-2.7	17	-2.7	-1	-4	1	0

The results go on.
The line under a structure holds: Mtb BioA inh	PrPC TRFRET	FadD28 binding	GDH-TPI inh	Mtb UGM inh	Rv3671c protease	MazF activator	FBA Mtb inh	BoNT F protease
CCOC(=O)c1csc(N)c1-c1ccc([N+](=O)[O-])cc1
→ 0.7	-21	-2.8	4	1.2	12	11	-1	?
COCCNC(=S)NC1CC2CCCC(C1)N2Cc1ccco1 (stereo unspecified)
→ -1.6	-3	-1.0	2	2.4	-3	4	2	-4
O=C(NCCn1c(-c2ccncc2)nc2ccccc21)[C@H]1CCCN1c1nc(CN2CCCCC2)cs1
→ -3.0	4	-1.5	17	1.6	-7	-16	6	-4
CC(=O)N1CCN(C(=O)COC(=O)COc2c(C)cc(C)cc2C)CC1
→ -2.5	-4	-2.0	4	-0.2	-1	-2	-1	-8
CC(CNC(=O)c1ccc(C#N)cc1)NC(=O)c1ccc(C#N)cc1 (stereo unspecified)
→ -0.8	4	-2.3	1	-1.3	nt	-2	-1	?
Cc1ccc(-c2nn(Cc3ccccc3)cc2/C=C/C(=O)O)cc1
→ nt	-7	-1.0	5	3.1	-7	3	0	-2
CCCCC1CCC(C(=O)N(C)CC(=O)Nc2cccc(OC)c2)CC1 (stereo unspecified)
→ -0.9	4	0.0	-3	-3.1	-16	1	-3	6
O=C(Cc1cn2ccsc2n1)NCc1ccccc1
→ -1.7	-8	-0.5	-1	-0.2	-6	-6	0	-7
O=c1c(-c2ccccc2)c(O)nc(SCCN2CCOCC2)n1-c1ccccc1
→ nt	3	-2.1	2	0.0	0	-1	-3	-2
COC(=O)CCCn1nc(NC(=O)c2ccco2)cc1C
→ 0.4	-11	-4.4	-15	0.4	2	4	-4	4
Nc1nc(-c2ccccc2)c(N=Nc2ccc(Cl)cc2)s1
→ nt	1	-0.3	8	1.5	-9	23	-17	-11
CCN1C[C@@H]2[C@@H]3C(=O)N(Cc4ccccc4)C(=O)[C@@H]3[C@](C)(C1=O)N2C(=O)c1ccc(Cl)c(Cl)c1
→ 1.5	-11	-4.2	5	nt	nt	5	-2	-4
O=S(=O)(NCCc1ccccc1)c1ccc(F)cc1
→ -0.9	-1	-0.4	16	-0.3	0	-13	0	nt
CC(C)(C)C(=O)OCCn1c(=O)c2cc3c(=O)n(CCOC(=O)C(C)(C)C)c(=O)c3cc2c1=O
→ -2.3	-3	0.4	-7	-1.2	8	0	-1	-2
O=C(c1ccccc1)c1coc(-c2ccccc2)c1
→ nt	1	-2.9	8	nt	nt	-1	0	-3
Cc1ccc(C)c(S(=O)(=O)N2CCCCC2CCNC(=O)C(=O)NCc2ccncc2)c1 (stereo unspecified)
→ 1.9	8	-1.4	12	2.0	-7	0	1	12
CCOc1ccc(C(=O)NC(C(=O)NCCc2ccc(S(N)(=O)=O)cc2)C(C)C)cc1 (stereo unspecified)
→ 7.1	5	0.1	5	-0.8	-14	4	0	-4
COc1ccc(-n2nc3c(c2NC(=O)c2ccc(S(=O)(=O)N4CCOCC4)cc2)CS(=O)(=O)C3)cc1
→ nt	6	-2.5	5	-3.2	-8	-16	-1	-8
Cc1[nH]c2ccccc2c1Cc1nnc(SCCC#N)o1
→ -1.7	0	-2.2	-4	2.9	1	8	0	2
CCCNS(=O)(=O)c1ccc(CCC(=O)N2CCOCC2)cc1
→ nt	4	-2.6	-4	-0.1	-5	1	-2	2
Cc1ccc(SCC(=O)c2cc(C)c(OC(=S)N(C)C)c(C)c2)cc1
→ -2.5	4	-1.2	4	-1.3	-7	-8	1	-14
COc1cc2[nH]c(=O)n(CCC(=O)NC3CCN(Cc4ccccc4)CC3)c(=O)c2cc1OC
→ -1.0	3	-1.4	3	nt	nt	-4	5	2
N#Cc1ccccc1S(=O)(=O)N1CCN(CC(=O)Nc2ccccc2C(=O)NC2CC2)CC1
→ 1.0	-7	-2.6	-4	2.8	-2	2	-2	-7
CCOCCCNC(=S)N(Cc1ccco1)Cc1cc2cc3c(cc2[nH]c1=O)OCCO3
→ nt	4	-8.0	1	-0.5	0	5	11	-1
S=C(NCCCN1CCOCC1)Nc1ccc(Cl)cc1
→ -0.5	-3	-5.9	3	-2.9	-4	-4	-1	-9
N#Cc1ccc(C(=O)OCCc2cc3ccccc3c(=O)o2)cc1
→ -1.3	1	-1.8	15	1.1	-10	-4	-1	0
C#CCOCCOCCOCCNc1nc(N2CCN(C(=O)CCCCCCCCCCNC(=O)Cn3cc(C[C@@H](C)O)nn3)CC2)nc(N2CCN(C(=O)CCCCCCCCCCNC(=O)[C@@H]([C@H](C)O)n3cc(C)nn3)CC2)n1
→ -2.2	nt	-2.5	9	-1.3	-17	29	0	-14
COc1ccc(CN=C(C)c2c(C(F)(F)F)[nH]n(-c3nc4ccccc4s3)c2=O)cc1
→ -4.2	-4	-0.8	6	-0.7	5	-5	-1	7
COc1ccc(C(=O)Nc2ccc(S(=O)(=O)Nc3cc(C)nc(C)n3)cc2)cc1
→ nt	-12	-1.1	4	-0.1	-5	-5	-1	8
CCOC(=O)c1ccc(CNC(=O)CSc2nnnn2-c2ccc(Cl)cc2)o1
→ 2.1	0	1.3	3	-4.4	-11	11	0	-11
Cc1ccc(S(=O)(=O)N2C[C@H]3C(=O)C[C@@H](c4cccc(Cl)c4)N(S(=O)(=O)c4ccc(C)cc4)[C@H]3C[C@H]2c2ccc(Cl)cc2)cc1
→ -0.9	11	-0.1	6	nt	nt	-11	1	-7
O=C(c1ccccc1)C(Cc1ccccc1)N1CCOCC1 (stereo unspecified)
→ nt	-8	-2.0	6	nt	nt	2	-1	-7
O=C(CCN1C(=O)C2CCCCC2C1=O)N1CCN(S(=O)(=O)c2c(F)cccc2F)CC1 (stereo unspecified)
→ nt	-2	-0.2	-2	-1.3	-17	2	0	2
CCc1cc2c(CN3CCN(CCO)CC3)cc(=O)oc2cc1O
→ nt	-3	-2.8	21	0.1	-4	6	187*	-10
CCCCCCn1c(N2CCC(C(N)=O)CC2)nc2c1c(=O)n(C)c(=O)n2C
→ 8.7	4	-1.8	-2	0.6	-6	-9	5	-4
COc1ccc(C2C(C(=O)NCCCN3CCOCC3)c3ccccc3C(=O)N2c2ccc(OC)cc2)cc1 (stereo unspecified)
→ 0.0	-7	-0.8	15	0.0	2	-6	-1	-4
CCOC(=O)c1ccccc1NC(=O)c1ccc(F)cc1
→ -0.5	8	0.3	7	0.2	-11	-13	-1	10
COCCn1c(SCC(=O)Nc2cc(C(C)(C)C)nn2-c2ccccc2)nc2ccccc2c1=O
→ nt	-6	-0.7	7	1.7	4	10	1	-28
Cc1cc(C)nc(N/N=C/c2sccc2C)n1
→ nt	-7	0.4	24	1.9	0	-7	-6	-4
O=C(NNC(=O)c1cncc(Br)c1)c1ccncc1
→ 1.5	6	-0.2	8	-1.4	-1	4	3	4

High-throughput results from PubChem BioAssay.
